m-calpain inh: inhibitors of pig calpain II, primary screen, biochemical, fluorogenic peptide substrate, 1536-well. actives 0.37% (n = 220,000). inhibition, % at 16 µM. AID 1236, 2008. purified calpain II, 30 min;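 active means inhibition above about 50%, limit read from the data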
Hck-Nef inh: inhibitors of Nef-activated human Hck kinase, primary screen, biochemical, Z-Lyte FRET, 384-well, Hck-YEEI. Tyrosine-protein kinase HCK (Homo sapiens), P08631. Recombinant Hck-YEEI plus Nef, Z-Lyte FRET kinase assay. inhibition, % at 20 µM. actives 0.68% (n = 220,000);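 active means Hck-Nef kinase inhibition above about 50%, limit read from the data; inactive means inhibition below that limit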;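 further: 0% = DMSO with Hck plus Nef and 100% = Hck alone without Nef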
14-3-3 Bad inh: inhibitors of 14-3-3 zeta/Bad binding, primary screen, biochemical, TR-FRET, bovine 14-3-3 zeta; TR-FRET 14-3-3zeta/Dy647-pBad peptide displacement, 1 h; inhibition, % at 21.7 µM; actives 0.71% (n = 220,000); 14-3-3 protein zeta/delta (Bos taurus), P63103;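 active means inhibition above about 70%, limit read from the data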;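 further: 0% = full 14-3-3 plus peptide FRET controls and 100% = background without 14-3-3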
eIF4E 4G PPI: eIF4E–eIF4G protein interaction inhibitors, primary screen, biochemical, uHTS, TR-FRET, eIF4GI fragment | Eukaryotic translation initiation factor 4E (Mus musculus) + Eukaryotic translation … | TR-FRET eIF4E-eIF4GI(517-606) binding, 2 h | inhibition, % at 21.7 µM | actives 0.37% (n = 220,000) | AID 782, 2007;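 active means inhibition above about 30%, limit read from the data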;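 further: 0% = full FRET control wells and 100% = background wells lacking eIF4GI fragment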
Rad51 HR inh: human RAD51 strand exchange inhibitors, primary screen, biochemical, fluorescence; DNA repair protein RAD51 homolog 1 (Homo sapiens), Q06609; hRad51 DNA strand exchange, fluorescence dequenching; inhibition, % at 10 µM; actives 0.085% (n = 200,000); AID 1385, 2008;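 active means inhibition above 40% at the single screening dose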;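 further: 0% = DMSO control wells and 100% = blanks with heterologous ssDNA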
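Test system: preformed human Rad51 ssDNA filaments; also added: Donor/quencher-labelled 47-bp dsDNA substrate; doses: 10 µM final, single point; times: 37 °C 15-min filament assembly, 30-min compound preincubation, 15-min exchange; detection: FRET fluorescence dequenching, excitation 485 nm, emission 520 nm; read-out basis: Fluorescence-based percent inhibition, control- and blank-normalised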
EP2 mod: EP2 receptor modulators, cAMP readout, primary screen, cell-based, HTRF cAMP, PGE2 stimulation | AID 940, 2007 | Prostaglandin E2 receptor EP2 subtype (Homo sapiens), P43116 | induction, % at 25 µM | EP2-expressing cells, cAMP HTRF FRET, PGE2 co-stimulation | actives 0.83% (n = 260,000);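 active means compounds whose cAMP rise, as percent of the full-agonist control response, exceeds 60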;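 further: rat C6 glioma line stably carrying human EP2 under a CMV promoter; the protocol text gives 20 µM as final concentration; 100% = response of wells given 1 µM PGE2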
Tb hexokinase: Trypanosoma brucei hexokinase 1 inhibitors, primary screen, biochemical, G6PDH-coupled NADH absorbance, MLSCN library. actives 0.11% (n = 220,000). inhibition, % at 10 µM. recombinant TbHK1, G6PDH-coupled NADH A340;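 active means inhibition of 50% or more in the single-dose primary screen; inactive means inhibition below 50%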
L929 necroptosis: inhibitors of zVAD-triggered necroptosis, primary screen, L929 cells. L929 zVAD necroptosis rescue, ATP luminescence, 24 h; with zVAD 60 µM. viability rescue, % at 10 µM. actives 0.38% (n = 220,000). AID 1377, 2008;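 active means activation, scaled between plate controls, above about 75%, limit read from the data; inactive means activation under that limit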;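 further: 0% = zVAD with DMSO and 100% = DMSO alone without zVAD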
EP2 antag: human EP2 receptor antagonists, primary screen, TR-FRET cAMP, C6 glioma cells | Prostaglandin E2 receptor EP2 subtype (Homo sapiens), P43116 | C6 glioma cells expressing human EP2; cells stimulated with saturating PGE2 | inhibition, % at 25 µM | actives 0.52% (n = 260,000);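 active means percent inhibition above 40 after rounding to a whole number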;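 further: rat C6 glioma host cells with rolipram phosphodiesterase inhibitor present; the protocol text gives 20 µM as final concentration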
The depositor's hits bear a star; i = inactive; / = not tested or not shown; & = joins results of further samples; [ ] = remark or other dose. Only part of the results is shown; count on the stated rates, not on these rows.

SMILES | m-calpain inh | Hck-Nef inh | 14-3-3 Bad inh | eIF4E 4G PPI | Rad51 HR inh | EP2 mod | Tb hexokinase | L929 necroptosis | EP2 antag
COc1ccccc1NC(=S)NCc1ccccn1 | -11 | 3 | -26 | -6 | -4 | 6 | 7 | 0.7 | 5
NC(=O)COC(=O)c1cc(S(=O)(=O)N2CCN(c3ccccc3)CC2)ccc1Cl | -8 | 2 | -3 | 5 | -6 | -53 | 0 | -0.9 | 10
Cc1ccc(NC(=O)COC(=O)c2cccc3c2C(=O)c2ccccc2C3=O)c(C)c1 | 2 | 1 | 6 | -7[fluorescence artefact?] | 0 | 2 | 4 | 9.4 | 6
CCOC(=O)c1sc(NC(=S)NC(=O)C2CC2)cc1C | 20 | 1 | 8 | -6 | 2 | -3 | -4 | 0.7 | 9
CC1CCc2cc(F)ccc2N1C(=O)CCC(=O)O (stereo not given) | 3 | 0 | -5[fluorescence artefact?] | -8[fluorescence artefact?] | 2 | -2 | -4 | 1.8 | 12
COc1ccc(C(=O)NCc2oc(-c3ccccc3)cc2C(=O)O)cc1 | -67 | 5 | 2 | 0 | 4 | -39 | -8 | 0.6 | 5
COc1ccc(CCNC(=O)C2CCCN(S(=O)(=O)c3cnc[nH]3)C2)cc1OC (stereo not given) | 12 | 0 | 3 | 2 | 3 | 16 | 0 | 1.2 | 15
COc1ccc2nccc(C(N)=O)c2c1 | -320 | 6 | -10 | 10 | 7 | -9 | -20 | 0.3 | 9
COCCNC(=S)NCc1cccs1 | 9 | -5 | -3 | 4 | -1 | -31 | -2 | 2.1 | 7
COc1ccc(OC)c(-n2c(-c3ccc(S(C)(=O)=O)cc3)cc(C=O)c2C)c1 | -8 | 2 | 7 | 4 | 7 | -15 | -11 | -0.3 | 10
COc1ccc(OCCCC(=O)NCC(C)C)cc1 | -24 | 0 | -2[fluorescence artefact?] | 2[fluorescence artefact?] | 5 | 13 | 4 | 0.1 | 7
O=C(NCc1ccccn1)c1cccc(NS(=O)(=O)c2ccccc2F)c1 | -6 | 4 | -4 | -1 | -7 | 6 | -1 | / | 1
N#Cc1ccc(-c2ccc(F)cc2)nc1Oc1ccccc1 | -141 | 1 | 5 | 0 | -3 | 55 | -13 | 0.0 | 10
Cc1ccc(C=C2C(=O)c3ccccc3C2=O)o1 | -24 | 4 | -1 | 4 | -7 | -8 | 6 | 0.6 | 8
Cc1c(-n2cc(C(=O)O)c(=O)c3cc(F)c(N4CCCC(O)C4)c(F)c32)c(=O)n(-c2ccccc2)n1C (stereo not given) | -152 | 27 | -4 | 2 | 8 | 21 | -21 | 4.6 | 8
Cc1ccc(C(=O)NCCc2nnc3ccc(SCC(=O)Nc4c(C)cc(C)cc4C)nn23)cc1 | -24 | 1 | 6[fluorescence artefact?] | -3[fluorescence artefact?] | 3 | 17 | -3 | 1.5 | 6
CCN(CC)S(=O)(=O)c1cccc(-c2n[nH]c(=S)n2C(C)COC)c1 (stereo not given) | 6 | 7 | -4 | 5 | / | -12 | -3 | -0.7 | 7
CCC(Sc1nc2c(c(=O)[nH]1)CCC2)C(=O)Nc1cccc(OC)c1 (stereo not given) | -19 | -3 | 4 | 2[fluorescence artefact?] | -4 | 14 | -1 | 2.1 | 6
CCSc1nc(O)cc(=O)n1-c1ccc(OC)cc1 | 27 | 3 | 2 | 10 | 1 | 10 | 11 | -0.1 | 5
O=C(O)CCC(=O)N1N=C(c2ccc(Br)cc2)CC1c1cccs1 (stereo not given) | 4 | 15 | 82* | -1 | -62 | -11 | -4 | 2.2 | 6
COc1ccc(CCn2c(NCc3ccco3)nc3c2c(=O)[nH]c(=O)n3C)cc1 | -11 | 0 | -3 | -4 | -3 | 9 | -1 | -0.6 | 20
Cc1ccc(C)c(N(CC(=O)NN=C2CCCCCCC2)S(C)(=O)=O)c1 | 9 | -2 | -8 | -4 | / | 2 | -2 | 0.1 | 17
CCN=C1SC(CC(=O)Nc2ccc(C(F)(F)F)cc2)C(=O)N1CC (stereo not given) | 6 | 1 | 15 | 4 | 5 | -7 | -1 | 0.5 | 7
COc1ccccc1NC(=S)NNC(=O)c1ccc(O)cc1 | 24 | -1 | -30 | -5 | 7 | -1 | -13 | 0.3 | 17
CC(C)c1cc(C(=O)N/N=C/c2c[nH]c3ccccc23)n[nH]1 | -2 | 21 | 0 | -2 | -6 | -61 | -55 | 2.9 | 6
CCCOc1ccc(CN(CCO)CCO)cc1C(=O)OC | -40 | 4 | 2 | -2 | -8 | 24 | -3 | 1.2 | 5
COC(=O)NCc1ccc(CNC(=O)OC)cc1 | 7 | 3 | 1 | 8[fluorescence artefact?] | 0 | 23 | 2 | 1.1 | 9
CCN(CC)c1ccc(/C=N/Nc2ccc(C)cc2)c(O)c1 | 11 | 1 | -4 | 8 | 1 | 9 | -27 | -0.1 | 6
O=C(CCn1c(=O)[nH]c2ccccc2c1=O)N1CCN(c2ccc(Cl)cc2)CC1 | 4 | 0 | -12 | 0 | -5 | -17 | 0 | -0.5 | 5
CC(C)(C)CC(=O)Nc1cccc2c1CCCC2 | 16 | 1 | -7 | 4 | 6 | -5 | 0 | 0.5 | 22
COc1ccc(-c2cc(C(=O)Nc3c(Cl)cc(Cl)cc3Cl)c3ccccc3n2)cc1OC | i | -17 | 66[fluorescence artefact?] | 4 | / | 5 | -14 | / | 8
COCCCN1C(=O)C(=O)/C(=C(/O)c2ccc(C)cc2)C1c1ccccc1 (stereo not given) | 35 | 1 | -6 | 6 | -1 | 11 | -8 | -0.4 | 16
CCn1c(CSc2ncccn2)nnc1SCC(=O)N1c2ccccc2CC1C (stereo not given) | 18 | 1 | 3 | -13 | 1 | 14&23 | -1 | 0.0 | 10&1
CCNC(=S)N/N=C(\C)c1cccc(OC)c1 | -11 | 23 | -9 | -5 | 0 | 3 | 0 | -0.4 | 7
Cc1cc(C)n(C(=O)c2ccc(NC(=O)C3COc4ccccc4O3)cc2)n1 (stereo not given) | 20 | 1 | 13 | 1 | -3 | -9 | 1 | 0.1 | 15
O=[N+]([O-])c1cccc(/C=N/Nc2nccnc2Cl)c1 | 8 | -1 | 1 | -13 | 7 | -7 | -31 | 0.0 | 6
COc1cccc(N/C(SCc2cccc([N+](=O)[O-])c2)=C(/C#N)C(=O)NCc2cccs2)c1 | 15 | 1 | -5 | 10 | -35 | 13 | -11 | -0.3 | 6
O=C(CCC(=O)c1ccc(F)cc1)OC1CCOC1=O (stereo not given) | 17 | 1 | 4[fluorescence artefact?] | -8 | / | 22 | 4 | 2.0 | 22
Cc1cccc(NC(=O)NCCc2ccc(Cl)cc2)c1 | 22 | -21 | -7 | 2 | 3 | -52 | 0 | 1.8 | 8
COC(=O)C1CCN(C(=O)Cc2ccc(Br)cc2)CC1 | 18 | 0 | -6 | -4 | 2 | 2 | -5 | -0.1 | 1
CCCN1CN(Cc2ccccc2)CNC1=S | -20 | 9 | 2[fluorescence artefact?] | 23 | 4 | 11 | -1 | -0.4 | 4
S=C(Nc1ccccc1)N1CCOCCOCCN(C(=S)Nc2ccccc2)CCOCCOCC1 | -17 | 6 | -4 | 2 | -7 | -32 | -26 | -0.9 | 16
CC(C)C(=O)NC(Nc1ccccc1F)C(Cl)(Cl)Cl (stereo not given) | -19 | 0 | -2 | -2 | 2 | 7 | -1 | -0.3 | 7
O=C(Nc1ccc(Cl)cc1)C1CCCN(S(=O)(=O)c2cnc[nH]2)C1 (stereo not given) | -17 | 2 | 8 | 2 | 1 | -3 | 0 | 2.0 | 17
O=C(Oc1ccccc1)c1cc2ccccc2o1 | -15 | 0 | 1 | 3 | 10 | 6 | 1 | -0.2 | 14

Two consecutive compounds out of the list so far, for reference:
SMILES | m-calpain inh | Hck-Nef inh | 14-3-3 Bad inh | eIF4E 4G PPI | Rad51 HR inh | EP2 mod | Tb hexokinase | L929 necroptosis | EP2 antag
COc1ccc(-c2cc(C(=O)Nc3c(Cl)cc(Cl)cc3Cl)c3ccccc3n2)cc1OC | i | -17 | 66[fluorescence artefact?] | 4 | / | 5 | -14 | / | 8
COCCCN1C(=O)C(=O)/C(=C(/O)c2ccc(C)cc2)C1c1ccccc1 (stereo not given) | 35 | 1 | -6 | 6 | -1 | 11 | -8 | -0.4 | 16

Continuation.
SMILES | m-calpain inh | Hck-Nef inh | 14-3-3 Bad inh | eIF4E 4G PPI | Rad51 HR inh | EP2 mod | Tb hexokinase | L929 necroptosis | EP2 antag
CCOC(=O)N1CCN(CCC(=O)Nc2ccc(C)c(Br)c2)CC1 | 10 | 2 | 7[fluorescence artefact?] | -3 | -13 | -19 | 0 | 1.1 | 13
COc1ccc(NC(=O)CN2C(=O)C(C)Oc3ccccc32)c(OC)c1 (stereo not given) | 11 | 1 | -11 | -5 | -1 | -3&-8 | 36 | 0.0 | 1&20
O=C(Nc1ccc(Sc2ccc(Br)cc2)cc1)c1ccco1 | -6 | -1 | -8 | 3 | -2 | -70 | 3 | -0.2 | 12
O=C(NCc1ccc(-c2nc3ccccc3s2)cc1)c1ccco1 | 18 | 0 | -9[fluorescence artefact?] | -17 | 2 | -96&-50 | -8 | 0.7 | 10&5
CCOc1ccc2[nH]c(=O)c(CN(CC3COCCO3)C(=O)c3ccc(C)cc3)cc2c1 (stereo not given) | -84 | 16 | 10 | 8 | -8 | -4 | -15 | 2.5 | 5
Clc1ccc(-c2nnc(-c3ccco3)o2)cc1 | -126 | 1 | 9 | 2 | 0 | 16 | 7 | 0.3 | 25
Cc1cccc(NC(=O)CS(=O)(=O)c2c[nH]c3ccccc23)c1C | -27 | -1 | 0 | 2[fluorescence artefact?] | -7 | -7 | 2 | 1.4 | 3
CSC1=C(C#N)C2(CCCC2)C(C#N)=C(N)N1 | / | 4 | / | / | 16 | / | -8 | 0.1 | 11
Cc1ccc(O)c(/C=N/NC(=O)C2=NNC(c3ccccc3)(c3ccccc3)C2)c1 | -81 | 6 | 6 | -4 | -4 | -20 | -10 | 1.2 | 9
CCn1c(C(=O)N2CCCC(C(=O)O)C2)cc2sccc21 (stereo not given) | -11 | 12 | 6 | -3 | 1 | -22 | 2 | -0.6 | 18
O=[N+]([O-])c1cccc(C(=Nc2ccc(Cl)cc2)NO)c1 | -41 | 0 | 9 | 5 | 0 | 1 | -3 | -0.1 | 4
CN(c1ccc(OCC(=O)OCC(=O)Nc2ccccc2)cc1)S(=O)(=O)c1cccs1 | 4 | 4 | -14[fluorescence artefact?] | -4[fluorescence artefact?] | 21 | -18 | 0 | 0.1 | 18
O=C1CN(C(=O)CSc2nncs2)c2ccccc2N1 | 4 | -43 | -6 | 0 | 1 | 8 | -4 | 5.6 | 9
CC(=O)c1cc(-c2ccccc2)n(CC(=O)Nc2cccc(C)c2)c1C | 2 | 6 | 0 | -1 | -2 | 29 | 29 | 0.3 | 9

Bioassay records from PubChem BioAssay.
